Integrin act MD: activators of alpha7 integrin expression for muscular dystrophy. Potency, µM (series often up to 38.3 µM), inactives show at the top dose activation, hits mostly activators. alpha7betagal myoblasts, beta-gal FDG fluorescence, 48 h. hit rate 0.064% among 350,000;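 further: potency means the concentration at half of the fitted maximal effect; 100% = response of the positive control SU9516; nearly all actives have a fitted effect of over 60% in size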
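Alpha7betagal+/- myoblasts (passage 13) were plated 16-24 hr, then exposed to compounds (1:260 dilution of DMSO stock) for 48 hours at 37C. After MPER lysis, β-galactosidase reporter activity was read as FDG fluorescence (ex 480/em 540) after 30 minutes.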
TRPV1 agonist: agonists of human vanilloid receptor 1 (TRPV1); hit rate 0.19% among 320,000; TRPV1-expressing cells, Fluo-8 calcium influx, agonist mode; Q8NER1; AID 540275; activation, % at 8.33 µM; in the data active means activation above about 80%; inconclusive means between about 30% and that limit; further: 0% is about no effect
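Cells expressing TRPV1 were dye-loaded with Fluo-8 and read kinetically: 10 s baseline, 3 min after compound (agonist portion), then 2 min after EC20 capsaicin (allosteric enhancer portion). Calcium-bound dye fluorescence at 480/520 nm.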
AT treatment: potential ataxia-telangiectasia treatment; […] A-T fibroblasts, KAP-1 phosphorylation AlphaLISA; neocarzinostatin DNA damage 30 min before lysis; Potency, µM (series often up to 57.5 µM), inactives show top-dose activation, hits mostly activators; hit rate 0.19% among 320,000; AID 485349; further: potency means the concentration at half of the fitted maximal effect; % of control where 0% means no effect; nearly all actives have a fitted effect of over 45% in size
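hTERT-immortalized A-T patient fibroblasts ([…]), 500 cells/well in OPTI-MEM, 1% FBS, got compounds for 60 min, then NCS for 30 min at 37C. Lysates were then assayed for phospho-KAP-1 by AlphaLISA (anti-pKAP1 donor, anti-KAP1 acceptor beads), 6 hr at 25C.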
BRCA1 expr up: BRCA1 expression activation; MCF7-BRCA1-FFLuc reporter, luminescence, 48 h; response scale: scaled: vehicle 0%, 10 µM genistein 100%; Potency, µM (highest dose often 46.1 µM), for the others: at the top dose activation, most hits filed as activators; hit rate 1.1% among 380,000; AID 624202; further: potency means the concentration at half of the fitted maximal effect; nearly all actives have a fitted effect of over 80% in size; some results filed as inactive show a strong effect at the top dose
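48 h compound treatment of MCF7-BRCA1-FFLuc cells (phenol-red free MEM, 37 °C), then 15 min with luciferase substrate and luminescence imaging.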
B2AR arrestin: agonists driving beta-arrestin recruitment to human beta2-adrenergic receptor. hit rate 0.02% among 330,000. Potency, µM (series often up to 46.1 µM), for inactives: top-dose activation, most hits filed as activators. beta-arrestin recruitment to beta2AR, cell-based reporter. P07550;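 further: potency means the concentration at half of the fitted maximal effect; 0% = DMSO controls and full agonism = EC100 isoproterenol or metaproterenol; nearly all actives have a fitted effect of over 65% in size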
ELG1 repair inh: blocks ELG1-dependent DNA repair in HEK293T cells; HEK293T ELG1-luciferase reporter, luminescence, 16 h; DNA damage induced by 5-fluorouridine; Potency, µM (highest dose often 46.1 µM), for inactives: at the top dose activity change, negative = inhibition, most hits filed as inhibitors; hit rate 2.3% among 330,000; further: potency means the concentration at half of the fitted maximal effect; on the % scale 0 is the no-effect control and ±100 the full control effect; nearly all actives have a fitted effect of over 55% in size
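HEK293T cells expressing luciferase-tagged ELG1 (2,000/well) received 5-Fluorouridine plus compound or DMSO for 16 hr at 37 °C. Luciferase was read by ONE-Glo luminescence after 30 min at room temperature.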
MLL CXXC-DNA inh: inhibitors of human MLL CXXC domain-DNA interaction; MLL-CXXC / FITC-HOXA9 DNA fluorescence polarization; Potency, µM (series often up to 115 µM), without a hit: top-dose activity change, negative = inhibition, usual class: inhibitors; hit rate 0.037% among 290,000; AID 2662; active means well fitted inhibition curve with a large enough effect in the polarisation, with a control signal flat, not every such curve was filed as active; inconclusive means small, poorly fitted or top-dose-only effect, or effect the other way, or a change in a side signal; inactive means no such curve, though single readings can be large or run the other way; the % refers to the polarisation; further: potency means the concentration at half of the fitted maximal effect
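Purified MLL-CXXC (added from a 7 uM solution) was preincubated 5 min at ambient with pinned compounds in 50 mM Tris-HCl pH 7.5, 50 mM NaCl, 1 mM DTT, 0.05% BSA. Fluorescein-labeled HOX-A9 DNA (50 nM solution) followed, 30 min, then polarization read.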
TSG101-PTAP inh: blocks PTAP/TSG101 interaction to inhibit HIV-1 budding | Potency, µM (titrated, usually from 115 µM), inactives show at the top dose activity change, negative = inhibition, hits mostly inhibitors | Fluorescence polarization, FITC-PTAP peptide / Tsg101 binding | 340,000 tested, under 10 active | Q99816 | AID 493005; active means well fitted inhibition curve with a large enough effect in the main read-out, with a control signal flat, not every such curve was filed as active; inconclusive means small, poorly fitted or top-dose-only effect, or effect the other way, or a change in a side signal; inactive means no such curve, though single readings can be large or run the other way; further: potency means the concentration at half of the fitted maximal effect; % of control where 0% means no effect
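Fluorescence anisotropy tracks displacement of a FITC-tagged PTAP peptide (50 nM) from the Tsg101 binding domain (10 uM), following a 20 min room-temperature incubation at pH 7.5.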
p53 reactivation: restores transcriptional activity of mutant p53; H1299 p53-A138V BP100-luciferase reporter, luminescence, 24 h; Potency, µM (highest dose often 92.2 µM), without a hit: at the highest dose activity change, positive = activation, most hits filed as activators; hit rate 0.063% among 320,000; further: potency means the concentration at half of the fitted maximal effect; % of control where 0% means no effect; nearly all actives have a fitted effect of over 45% in size
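H1299 (p53-null), stable ts p53-A138V + BP100-Luc; 1000 cells/well, Opti-MEM/10% FBS; cpd 4 pt, 1:5; 24 h, 37 deg C, 5% CO2; detection reagent 10 min RT; luminescence.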
TCR act: activators of T cell receptors; primary human leukocytes, anti-CD3, IL-2 HTRF, 48 h; Potency, µM (series often up to 9.22 µM), for the others: at the top dose activation of IL-2 secretion, usual class: activators; 330,000 tested, under 10 active; further: % of control where 0% means no effect
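Activity was scored as IL-2 release from primary human leukocytes given only a TCR signal (a-CD3 beads) plus compound for 48 hr. Detection used a two-antibody HTRF format read at 665nm.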
Starred values were filed as active, the others as inactive; ? = inconclusive; . = no result given; [ ] = dose if it differs, or a comment. Unless noted, the call rests on the fitted dose curve; in most records, active means well fitted curve in the direction sought with a large enough effect; inconclusive means small, poorly fitted or top-dose-only effect, or another doubt; inactive means no such curve, though single readings can be large; an effect the other way counts as inactive or inconclusive. The order is random. About 3.8% of those tested had a hit in this group.

| SMILES | Integrin act MD | TRPV1 agonist | AT treatment | BRCA1 expr up | B2AR arrestin | ELG1 repair inh | MLL CXXC-DNA inh | TSG101-PTAP inh | p53 reactivation | TCR act |
| --- | --- | --- | --- | --- | --- | --- | --- | --- | --- | --- |
| CCOc1ccccc1NC(=O)CCN1CCN(S(=O)(=O)c2ccc(OC)cc2)CC1 | 39% | -3 | 2% | -47% | -0.1% | -1% | -4% | -2% | 1% | -7% |
| COCCOC(=O)C1=C(C)OC(N)=C(C#N)C1c1ccco1 (centres undefined) | 12% | -2 | -5% | -5% | 5.2% | 16% | -1% | -2% | 7% | -8%[46.1 µM] |
| O=C(COC(=O)CNC(=O)c1ccccc1)Nc1ccc(S(=O)(=O)N2CCOCC2)cc1 | -11% | 0 | 3% | 0% | -0.1% | 7% | 5% | -1% | -4% | 1% |
| CCC(CC)C(=O)Nc1nnc(SCC(=O)N2CCN(c3ccccc3OC)CC2)s1 | 0% | 1 | -1% | -18% | 7.3% | ? | -17% | -2% | 11% | 0% |
| CC(=O)Nc1ccc(NC(=O)c2ccc(C3SCC(=O)N3CCc3ccccc3)cc2)cc1 (centres undefined) | -13% | 1 | -1% | -26% | 0.4% | 23µM* | 12% | -5% | -9% | -8%[46.1 µM] |
| CCC(=O)Nc1cccc(NC(=O)CSc2nc3c(c(=O)n(C)c(=O)n3C)n2C)c1 | -22% | -4 | -1% | -21% | -0.1% | 4% | -3% | -4% | -5% | -3% |
| O=c1[nH][nH]cc1C=Nc1ccc(Cl)cc1Cl | -3% | 2 | -2% | -9% | -0.1% | 1% | -5% | -5% | -4% | -6% |
| NC(=O)COC(=O)CCSc1ccc(Cl)cc1 | -14% | 6 | 0% | 4% | 0.1% | 1% | 7% | -1% | -9% | 1% |
| COc1ccc(NC(=O)CSc2nc3[nH]ncc3c(=O)n2-c2ccccc2OC)cc1OC | -10% | 2 | -15% | 3% | -0.4% | 0% | 0% | -1% | -7% | -4% |
| O=C(O)CSc1ncnc2c1oc1ccccc12 | -1% | 0 | -3% | 2% | -0.3% | 1% | 6% | -2% | -7% | -23% |
| Cc1ccc2nc(SC(C)C(=O)N3CC(C)OC(C)C3)[nH]c2c1 (centres undefined) | 29% | 6 | 0% | -38% | -0.1% | -10% | 7% | -4% | -4% | 1% |
| CN1CCN(S(=O)(=O)c2ccc(NC(=O)c3cccs3)cc2)CC1 | 22% | 1 | . | 36% | . | . | -6% | -2% | . | 7% |
| COCCN(C(=O)CSc1nc(-c2ccccc2)cn1N)c1c(N)n(Cc2ccccc2)c(=O)[nH]c1=O | -13% | -2 | 1% | -2% | 0.1% | 16% | . | -2% | 1% | 2% |
| O=C1CCN=C(Nc2ccc(F)cc2)N1Cc1ccccc1 | -1% | 23 | . | 1% | 4.2% | ? | 0% | -1% | 3% | 8% |
| Cc1cc2c(NC(=O)CC(C)(C)CC(=O)O)cccc2nn1 | 14% | 0 | -8% | -6% | -0.4% | 6% | -4% | -2% | 1% | -14% |
| O=C(CN1CCc2ccccc2C1)Nc1ccccc1C(F)(F)F | -44%[inhibitor] | 19 | 5% | -6% | -0.6% | 8% | 5% | 1% | . | . |
| CNC(=O)c1ccsc1NC(=O)c1ccc2c(c1)CCCC2 | 8% | ? | 7% | -11% | -0.6% | ? | 11% | -4% | 19% | -3% |
| O=C1CCc2ccc(NC(=O)C3CC3)cc2N1 | 1% | 0 | -3% | -18% | -0.8% | -1% | 3% | -1% | 1% | 3% |
| COc1ccc(S(=O)(=O)NC(CC(=O)NCc2ccco2)c2ccco2)cc1 (centres undefined) | 0% | 2 | -2% | -10% | -0.2% | -4% | 4% | -2% | 6% | 0% |
| Cc1ccc2c(c1)N(C)/C(=C/c1cccc[n+]1CCO)S2 | -46%[inhibitor] | -1 | -4% | 0% | -0.2% | ? | 11% | 0% | 7% | 5% |
| CCc1[nH]nc2c1C1(CCN(C(=O)c3ccccc3)CC1)C(C#N)=C(N)O2 | ? | 1 | -5% | -12% | 0.3% | 7% | 2% | -2% | 1% | -6% |
| CCc1ccc(CN(C)C(=O)c2ccc3c(=O)n4c(nc3c2)CCC4)cc1 | 3% | 1 | 5% | -6% | -0.2% | 9% | 6% | -2% | 6% | 0% |
| Cc1csc(NC(=O)Cc2ccc(F)cc2)n1 | -12% | 2 | 16% | ? | -3.6% | ? | -1% | 2% | 3% | . |
| CCC1(c2ccc(C)cc2)NC(=O)N(CC(=O)Nc2cccc(S(=O)(=O)N3CCCC3)c2)C1=O (centres undefined) | 0% | 2 | 1% | 0% | 0.3% | -22% | . | -15% | -13% | 3% |
| Cc1ccc(-c2cc(C(=O)OCn3nnc4ccccc4c3=O)c3ccccc3n2)cc1 | -13% | -8 | 4% | -5% | -0.3% | 14% | -7% | -2% | -4% | 0%[46.1 µM] |
| O=C(O)COc1ccccc1Cc1ccccc1 | 1% | -1 | 4% | 6% | -0.3% | -1% | 1% | 0% | 11% | 3% |
| O=C(CSc1ccccn1)Nc1ccc2c(c1)OCCO2 | 31% | 4 | 9% | 11µM* | 0.2% | ? | -7% | -5% | 12% | -2% |
| CSc1ncccc1C(=O)Nc1ccc(S(=O)(=O)N2CCCC2)cc1 | -2% | 11 | -6% | -20% | 0.0% | -9% | . | -3% | -9% | 12% |
| COc1cc2nc(CN(C)Cc3ccc(OC)c(OC)c3OC)[nH]c(=O)c2cc1OC | 2% | -1 | -1% | 78% | 0.0% | -8% | 12% | -2% | 9% | -1% |
| O=C(O)CCn1c(C(=O)O)cc2sccc21 | -19% | -1 | -2% | -5% | -0.5% | 25% | 4% | 0% | 3% | -1% |

With a hit mark in BRCA1 expr up, among the entries above:
Structure	Integrin act MD	TRPV1 agonist	BRCA1 expr up	B2AR arrestin	MLL CXXC-DNA inh	TSG101-PTAP inh	p53 reactivation	TCR act
O=C(CSc1ccccn1)Nc1ccc2c(c1)OCCO2	31%	4	11µM*	0.2%	-7%	-5%	12%	-2%

Next results follow.
| SMILES | Integrin act MD | TRPV1 agonist | AT treatment | BRCA1 expr up | B2AR arrestin | ELG1 repair inh | MLL CXXC-DNA inh | TSG101-PTAP inh | p53 reactivation | TCR act |
| --- | --- | --- | --- | --- | --- | --- | --- | --- | --- | --- |
| NC(=O)OCC(O)COc1ccc(Cl)cc1 (centres undefined) | . | 0 | -8% | 11% | -0.1% | ? | . | -5% | 4% | -11% |
| CC(C)CN1CCNC(=O)C1CC(=O)N(C)CC1CCOCC1 (centres undefined) | 7% | -2 | 2% | -3% | -0.9% | 6% | 3% | -2% | 1% | -5% |
| O=C(COc1ccc(Br)cc1)OCc1nnc(-c2ccccc2)o1 | -8% | -3 | 7% | -1% | -0.5% | 16% | -3% | -3% | -1% | . |
| c1ccc(-c2nnc(C(c3ccccc3)c3ccccc3)o2)cc1 | 9% | 23 | 15% | -21% | 1.8% | 15% | 3% | -1% | 7% | 2%[46.1 µM] |
| O=S(=O)(c1ccc2nc(N3CCN(c4ccccc4)CC3)ccc2c1)N1CCCCC1 | 1% | -1 | 10% | -13% | 0.1% | 18% | -4% | -4% | 2% | -3% |
| CCOC(=O)c1c(C)[nH]c(C)c1C(=O)COC(=O)c1ccc(O)cc1 | 1% | 0 | 1% | -11% | 0.3% | -4% | 12% | -3% | 7% | -9% |
| COc1ccc(N2CCN(C(=O)CCS(=O)(=O)c3ccc4c(c3)NC(=O)C(C)S4)CC2)cc1 (centres undefined) | 8% | 3 | -5% | -20% | -0.7% | -10% | 0% | -6% | 4% | 4% |
| O=c1oc2ccccc2c2c1C(O)CO2 (centres undefined) | 21% | -3 | -1% | 5% | -0.1% | 0% | 10% | -4% | -2% | 5% |
| CC(OC(=O)CNC(=O)c1ccc2ccccc2c1)C(=O)N(C)C1CCCCC1 (centres undefined) | 1% | 2 | -9% | -2% | -0.5% | -1% | . | -1% | 8% | 6% |
| O=C(COC(=O)Cc1ccc(Cl)cc1Cl)Nc1ccc(OC(F)F)cc1 | 21% | 5 | -8% | -5% | -1.3% | 7% | 3% | -1% | 11% | -3%[46.1 µM] |
| O=C(NC(=S)Nn1cnc2c(cnn2-c2ccccc2)c1=O)c1ccccc1 | 22% | 15 | -7% | -21% | -0.5% | 11% | -7% | -2% | 1% | -3%[46.1 µM] |
| Cc1ccc2c(c1)C(N1CCCC1=O)CC(c1ccco1)N2 (centres undefined) | -22% | 1 | 2% | ? | -0.2% | ? | 4% | 0% | 44% | 0% |
| O=C(CCCc1c[nH]c2ccccc12)NCC1COc2ccccc2O1 (centres undefined) | 1% | ? | 2% | -21% | -0.2% | ? | -5% | -1% | 1% | 24% |
| COc1ccccc1N1CCN(C(=O)COc2ccc(S(=O)(=O)NC(C)(C)C)cc2)CC1 | . | 1 | 4% | . | -0.5% | ? | -15% | . | 2% | . |
| O=C(Nc1ccccn1)C(=O)Nc1ccccn1 | 2% | 0 | -1% | ? | 5.1% | ? | 4% | 0% | 4% | -3% |

High-throughput results (PubChem)
